Tb MetRS inh: Trypanosoma brucei MetRS inhibition; inhibition, % at 11.9 µM; AID 624268; purified T. brucei MetRS, ATP depletion, Kinase-Glo luminescence; 360,000 tested, 0.4% active;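 active = inhibition above a per-plate cutoff of the control wells' mean inhibition plus 3 SD, cut at about 5.5% in these data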;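 note: 0% = DMSO wells median and 100% = median of wells with control inhibitor compound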
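Dosing: 11.9 µM single point; system: parasite MetRS enzyme; technique: luminescence of leftover ATP; times: 15 min enzyme-compound preincubation, 2 h reaction, 10 min detection, 25 °C; replicates: each compound tested once; read-out basis: percent inhibition relative to median high and low control wells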
eLon inh: inhibitors of E. coli Lon protease | inhibition, % at 7.94 µM | 360,000 tested, 0.42% active | purified E. coli Lon protease, fluorescence polarization | P0A9M0; in the data active = inhibition above about 13%, passing the limit was not always enough;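 note: 0% = enzyme with probe and DMSO and 100% = no enzyme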
SKN-1 block: C. elegans SKN-1 inhibition; C. elegans VP596 Pgst-4::GFP/RFP ratio, acrylamide-induced, 24 h; inhibition, % at 21.8 µM; 360,000 tested, 0.49% active; AID 624304;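 active = interference check ratio from 0.5 to 1.5 plus GFP to RFP signal ratio inhibition reaching or exceeding a fixed threshold, cut at about 30% in these data, passing the limit was not always enough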; note: some compounds called inactive have numbers as strong as hits
PABP1 MLLE inh: inhibitors of microRNA-mediated deadenylation, human PABP1 MLLE binding; 360,000 tested, 0.36% active; GST-MLLE / FITC-PAM2 fluorescence polarization; P11940; inhibition, % at 20 µM; in the data active = inhibition above about 35%, passing the limit was not always enough;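 note: plate controls were DMSO wells with GST-MLLE for no effect and wells lacking GST-MLLE protein for full effect; some results filed as inactive read as strong as hits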
FAS-TE inh: FAS thioesterase (human) inhibition. P49327. recombinant FAS-TE, OMFH fluorogenic substrate, fluorescence endpoint. inhibition, % at 15 µM. 360,000 tested, 0.67% active;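 active = compounds whose normalised, plate-corrected inhibition of enzyme fluorescence in the single-dose primary screen is 50% or more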;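 note: 0% = DMSO with enzyme and 100% = substrate without enzyme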
MT1-MMP act inh: MT1-MMP (human) activation inhibition. 360,000 tested, 0.061% active. P50281. AID 651647. GFP/RFP ratio change, % at 20 µM. HT1080 RFP-PRO-GFP cells, GFP/RFP ratio fluorescence, overnight; percent of plate control window, DMSO zero;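 active = GFP/RFP ratio change of at least 30% with cell ATP level not reduced by more than half and red fluorescence within 50% of control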; note: strong numbers were not always called active
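Assay system: HT1080 RFP-PRO-GFP cells | Dosing: 20 µM single dose, 1% DMSO | Incubation: Cells overnight before dosing, compound overnight, 37 °C, 5% CO2 | Evaluation: GFP/RFP fluorescence ratio | Control set: DMSO-only wells and HT1080 RFP-L50D-GFP cell wells as references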
MsrA inhibitor: bovine MsrA inhibition; purified bovine MsrA, absorbance read-out; inhibition, % at 15.5 µM; 360,000 tested, 0.75% active; in the data active = inhibition above about 4.5%;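 note: 0% = vehicle wells with enzyme and 100% = reference inhibitor wells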
NRP1-CendR mod: alters CendR peptide binding to human NRP-1 | FAM-RPARPAR peptide binding to NRP-1, fluorescence polarization | inhibition, % at 25 µM | 360,000 tested, 0.85% active | AID 602438;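 active = inhibition or corrected inhibition above about 18%, plus a signal ratio from 0.5 to 1.5, limit read from the data, passing the limit was not always enough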; note: strong numbers were not always called active
Target sequence (O14786 whole entry, looked up): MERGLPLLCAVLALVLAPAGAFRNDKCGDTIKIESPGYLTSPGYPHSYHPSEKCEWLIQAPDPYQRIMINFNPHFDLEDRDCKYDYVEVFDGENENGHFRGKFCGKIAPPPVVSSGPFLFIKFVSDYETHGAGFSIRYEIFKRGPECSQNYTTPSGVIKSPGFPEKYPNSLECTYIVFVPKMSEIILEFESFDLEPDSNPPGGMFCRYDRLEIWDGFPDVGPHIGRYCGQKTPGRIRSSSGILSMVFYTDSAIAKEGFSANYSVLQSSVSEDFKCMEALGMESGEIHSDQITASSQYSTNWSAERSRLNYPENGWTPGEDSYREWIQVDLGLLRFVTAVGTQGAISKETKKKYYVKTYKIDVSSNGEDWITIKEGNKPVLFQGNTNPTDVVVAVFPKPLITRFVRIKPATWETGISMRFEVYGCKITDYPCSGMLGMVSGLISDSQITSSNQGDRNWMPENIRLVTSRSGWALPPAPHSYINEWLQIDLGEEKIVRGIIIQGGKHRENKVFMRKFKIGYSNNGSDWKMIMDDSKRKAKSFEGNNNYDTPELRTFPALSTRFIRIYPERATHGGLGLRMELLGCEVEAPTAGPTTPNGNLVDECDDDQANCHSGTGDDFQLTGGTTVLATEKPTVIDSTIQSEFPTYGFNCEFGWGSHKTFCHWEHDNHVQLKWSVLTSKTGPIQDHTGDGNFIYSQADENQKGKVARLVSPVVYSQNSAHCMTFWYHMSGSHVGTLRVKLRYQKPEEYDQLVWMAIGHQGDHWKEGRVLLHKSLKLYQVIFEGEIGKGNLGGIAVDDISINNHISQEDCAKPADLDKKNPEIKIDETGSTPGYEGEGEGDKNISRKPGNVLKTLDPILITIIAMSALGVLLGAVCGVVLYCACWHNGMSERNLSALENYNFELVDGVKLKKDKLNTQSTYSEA
MsrA act: bovine methionine sulfoxide reductase A activation. purified bovine MsrA, absorbance read-out. activation, % at 10.6 µM. 360,000 tested, 0.3% active. AID 602163; in the data active = activation above about 7.5%;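 note: 0% = vehicle and 100% = reference activator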
Active calls of the source: *; / = no result given.

[1] CCCCNC(=S)NNC(=O)c1cc(-c2ccncc2)nc2ccccc12
[2] O=C(O)CCSc1ncnc2sc(-c3ccccc3)cc12
[3] O=C(CCN1C(=O)c2ccccc2S1(=O)=O)Nc1cccc(F)c1
[4] Cc1ccc(NC(=O)c2ccsc2)cc1NS(C)(=O)=O
[5] CC1CCc2c(sc(NC(=O)c3ccc(Cn4cc([N+](=O)[O-])cn4)o3)c2C#N)C1 (stereo not drawn)
[6] CC(C)C(=O)Nc1cc2c(cc1C(=O)c1ccccc1)OCCO2
[7] CCOc1cc(C(=S)N2CCCC2)ccc1OC
[8] CCOc1cc(CNc2ccccc2)cc(Br)c1OCc1ccccc1F
[9] COc1ccc(-c2ccc(-c3cc(=O)oc4cc(OC)c(OC)c(OC)c34)cc2)cc1OC
[10] COC(=O)[C@H](C)NC(=O)Nc1ccccc1F

Screen / compound no.	1	2	3	4	5	6	7	8	9	10
Tb MetRS inh	-0.3	-0.1	-0.2	-0.2	0.2	0.8	-0.1	-0.3	-2.2	-0.1
eLon inh	-1	-14	3	14	3	-8	-1	4	-4	-5
SKN-1 block	5	6	6	6	20	7	-5	-14	13	-2
PABP1 MLLE inh	4	-34	8	-11	2	0	-15	-6	17	3
FAS-TE inh	1	-2	0	-2	22	-2	-4	24	24	-8
MT1-MMP act inh	8	4	1	-1	3	-2	10	0	2	9
MsrA inhibitor	2.2	3.4	-0.3	/	0.3	1.1	-1.3	1.6	0.5	1.1
NRP1-CendR mod	6	-7	-8	9	-3	8	-4	3	-1	1
MsrA act	1	-1	-2	2	-3	-3	-1	-2	-3	4

[11] O=C(c1ccc(CS(=O)c2ccccc2Cl)o1)N1CCCCCC1 (stereo not drawn)
[12] O=C(CN1C(=O)C2CC=CCC2C1=O)Nc1ccc(S(=O)(=O)Nc2nccs2)cc1 (stereo not drawn)
[13] CN(C)C(=O)c1cccc(-c2cnc3sc(NCc4ccc5c(c4)OCO5)nn23)c1
[14] CCN(CC)CCN(C(=O)c1ccc(S(=O)(=O)N2CCCCC2)cc1)c1nc2cc3c(cc2s1)OCO3
[15] CCOC(=O)c1sc2cc([N+](=O)[O-])cc(SCCO)c2c1N
[16] Cc1ccc(-c2nn(Cc3ccccc3)cc2C(=O)NCC2CCCO2)cc1 (stereo not drawn)
[17] CCN(CC)C(=O)C1CCCN(Cc2ccc(F)c(F)c2)C1 (stereo not drawn)
[18] COc1ccccc1CNc1ccc(N2CCCCC2)cc1
[19] CCOC(=O)C1=C(C)NC(C)=C(C(=O)OCC)C1C(=O)OCC(=O)NCCc1ccccc1
[20] Cc1nnc(NCc2ccco2)c2ccccc12

Screen / compound no.	11	12	13	14	15	16	17	18	19	20
Tb MetRS inh	0.0	-0.5	0.0	-0.5	-0.8	-0.2	-0.9	-0.7	-0.3	-1.8
eLon inh	-1	-12	-4	-2	-9	4	4	-7	1	-5
SKN-1 block	9	4	1	9	8	2	10	12	11	14
PABP1 MLLE inh	5	3	-69	-4	5	12	11	31	-11	-16
FAS-TE inh	-4	-7	-2	53*	-3	-3	-2	1	3	-5
MT1-MMP act inh	-2	3	-22	5	-21	-1	2	21	1	-7
MsrA inhibitor	0.2	-1.4	-0.1	/	-0.4	1.8	0.3	/	0.8	0.8
NRP1-CendR mod	8	-19	-7	3	-4	0	3	-2	19	8
MsrA act	-4	-3	-3	-7	-3	-1	-3	-5	-3	-13

[21] CCO[C@H]1OC(C(=O)NCc2nc3ccccc3[nH]2)=C[C@@H](c2cn(C(C)=O)c3ccccc23)[C@@H]1CCCO
[22] O=C(CCC1CCCC1)N1CCN(S(=O)(=O)Cc2ccccc2)CC1
[23] O=C(C1CCCN(Cc2ccccc2C(F)(F)F)C1)N1CCCCC1 (stereo not drawn)
[24] CCCC[C@@H]1CNCCN1CCc1cccc2ccccc12
[25] O=C1CSC(=O)N1CC(O)COc1ccc(Cl)cc1 (stereo not drawn)
[26] O=C(CN1CCCCC1)Nc1ccccc1
[27] COc1ccc(NC(=O)C(c2ccccc2F)n2c(=O)c(-c3cc4ccccc4[nH]3)nc3ccccc32)cc1 (stereo not drawn)
[28] CCOC(=O)c1c(NC(=O)Cn2cnc([N+](=O)[O-])n2)sc2c1CCCC2
[29] NC(=O)[C@@H]1CCCCNc2c(F)cc([N+](=O)[O-])cc2C(=O)N[C@@H](CC(=O)O)C(=O)NCC(=O)N1
[30] O=C(Cc1coc2ccc3ccccc3c12)N1CCc2ccccc21

Screen / compound no.	21	22	23	24	25	26	27	28	29	30
Tb MetRS inh	4.0	-0.1	-0.4	-0.6	-1.6	-0.6	-0.2	-0.4	0.3	-0.5
eLon inh	-5	-4	-2	4	6	-4	/	13	-3	0
SKN-1 block	1	1	-8	3	-6	0	14	-7	-1	5
PABP1 MLLE inh	14	-2	1	-12	1	25	/	11	4	-5
FAS-TE inh	6	-3	-4	-12	-8	-3	/	16	-8	15
MT1-MMP act inh	-2	2	-1	-6	2	0	-1	1	3	3
MsrA inhibitor	-0.3	-1.1	0.6	-0.9	-0.6	0.2	0.3	0.4	0.4	0.4
NRP1-CendR mod	-12	9	1	-10	0	-6	-3	5	-1	-19
MsrA act	0	-2	-1	-9	-12	0	/	-8	-4	-2

Ordered by number of heavy atoms (ascending): 4 of the compounds above
[25] O=C1CSC(=O)N1CC(O)COc1ccc(Cl)cc1 (stereo not drawn)
[22] O=C(CCC1CCCC1)N1CCN(S(=O)(=O)Cc2ccccc2)CC1
[28] CCOC(=O)c1c(NC(=O)Cn2cnc([N+](=O)[O-])n2)sc2c1CCCC2
[27] COc1ccc(NC(=O)C(c2ccccc2F)n2c(=O)c(-c3cc4ccccc4[nH]3)nc3ccccc32)cc1 (stereo not drawn)

Screen / compound no.	25	22	28	27
Tb MetRS inh	-1.6	-0.1	-0.4	-0.2
eLon inh	6	-4	13	/
SKN-1 block	-6	1	-7	14
PABP1 MLLE inh	1	-2	11	/
FAS-TE inh	-8	-3	16	/
MT1-MMP act inh	2	2	1	-1
MsrA inhibitor	-0.6	-1.1	0.4	0.3
NRP1-CendR mod	0	9	5	-3
MsrA act	-12	-2	-8	/

Later entries:
[31] COCCNS(=O)(=O)c1ccc(-c2ccc(C)cc2)cc1
[32] O=C(CCCCCNC(=O)c1ccccc1)C[N+](=O)[O-]
[33] CC(=O)Nc1cc2c(cc1Cl)-c1ccccc1C2
[34] Cc1ccc2c(c1)S(=O)(=O)N(C)C(c1ccccc1)=C2
[35] Cc1cc(NC(=O)C(C)SCC(=O)OCC(=O)Nc2c(C)cccc2C(C)C)no1 (stereo not drawn)
[36] COc1ccc(OCCCC(=O)Oc2ccc(OC)cc2)cc1
[37] COc1ccc(NC(=O)c2nn(C)c3c2CS(=O)(=O)c2ccccc2-3)cc1
[38] CCCCN(C(=O)C1=NN(c2cc(C)ccc2C)C(=O)CC1)c1c(N)n(CCC)c(=O)[nH]c1=O
[39] O=c1c2c(-c3ccc([N+](=O)[O-])cc3)csc2nc2n1CCCCC2
[40] Cc1ccc2nc(N3CCN(C(=O)c4ccco4)CC3)c3nncn3c2c1

Screen / compound no.	31	32	33	34	35	36	37	38	39	40
Tb MetRS inh	0.5	-0.3	-0.2	-0.2	-0.4	0.0	0.0	-0.4	-0.7	-0.1
eLon inh	-8	-6	8	-6	0	-8	7	-3	-1	-3
SKN-1 block	5	-5	-7	-5	-9	3	10	11	13	1
PABP1 MLLE inh	1	10	7	-15	4	14	-11	-23	16	3
FAS-TE inh	2	0	0	13	-4	11	-6	-1	23	-3
MT1-MMP act inh	3	1	-12	1	3	4	1	-4	-6	3
MsrA inhibitor	0.3	-0.3	-0.4	0.3	0.8	-0.1	0.0	1.1	2.8	0.5
NRP1-CendR mod	4	12	4	-6	-1	4	-3	-2	-4	0
MsrA act	-1	3	-1	-1	-5	0	-1	-2	-6	-2

Record cards, from the list above. Screens in order: Tb MetRS inh	eLon inh	SKN-1 block	PABP1 MLLE inh	FAS-TE inh	MT1-MMP act inh	MsrA inhibitor	NRP1-CendR mod	MsrA act
CCOc1cc(C(=S)N2CCCC2)ccc1OC reads -0.1	-1	-5	-15	-4	10	-1.3	-4	-1
CCO[C@H]1OC(C(=O)NCc2nc3ccccc3[nH]2)=C[C@@H](c2cn(C(C)=O)c3ccccc23)[C@@H]1CCCO reads 4.0	-5	1	14	6	-2	-0.3	-12	0

(cont.)
[41] Cc1cc(C)c2c(=O)n(CC(=O)Nc3ccc(Br)c(C)c3)sc2n1
[42] O=C(/C=C/c1ccc(F)cc1)NC(=S)N1CCCCC1c1cccnc1 (stereo not drawn)
[43] CN(C)c1ccc(CNCCC(Cc2ccccc2)c2ccco2)cc1 (stereo not drawn)
[44] COc1ccc(-c2nc(CN(CC3CCC(=O)N3)C(C)C)c(C)o2)c(C)c1C (stereo not drawn)
[45] Cc1cn(C2CCCCO2)c(=O)[nH]c1=O (stereo not drawn)
[46] O=C(Nc1ccc(Br)cc1)C1CC(c2c(F)cccc2Cl)=NO1 (stereo not drawn)
[47] COc1ccc(N(CC(=O)Nc2ccccc2F)S(=O)(=O)c2ccc(OC)c(OC)c2)cc1
[48] O=C(Nc1ncc(Cc2cccc(Cl)c2)s1)C1=NCCN1
[49] O=c1[nH]c2cc(Cl)cc([N+](=O)[O-])c2c2ccc(Cl)cc12
[50] O=C(NCC1CC1)Nc1cccc(C(F)(F)F)c1

Screen / compound no.	41	42	43	44	45	46	47	48	49	50
Tb MetRS inh	-0.6	0.2	2.0	0.6	-0.3	-0.1	-0.5	-1.1	-0.1	-0.8
eLon inh	-5	-9	-8	-4	0	-5	-2	1	1	-2
SKN-1 block	-3	4	3	-16	-2	21	-11	3	-1	8
PABP1 MLLE inh	0	30	4	-8	5	1	-6	13	-3	0
FAS-TE inh	-4	0	1	-4	-10	20	11	-5	-1	3
MT1-MMP act inh	5	-2	-3	3	0	2	3	7	-3	-2
MsrA inhibitor	0.8	-0.4	-2.7	3.6	0.7	-1.3	0.7	1.4	-1.7	0.9
NRP1-CendR mod	-15	6	-3	-4	-10	6	10	4	0	5
MsrA act	-4	-1	0	-1	-2	-7	1	0	2	-2

[51] CCOC(=O)N1CCN(C(=O)c2c[nH]c3ccc(S(=O)(=O)N(C)c4ccc(F)cc4)cc3c2=O)CC1
[52] CC(C)(C)N(Cc1ccccc1)C(=O)CN1C(=O)c2ccccc2S1(=O)=O
[53] COc1ccc(/C=C/C(=O)Nc2ccc3nc4n(c(=O)c3c2)CCCC4)cc1OC
[54] COc1ccc(S(=O)(=O)Nc2cc3c4c(c2)CCN4C(=O)CC3)cc1
[55] COc1ccc(C(C)=O)cc1Cn1c(C)c(C(=O)NCC(C)C)sc1=O
[56] O=C(NC1CCN(C(=O)Nc2ccccc2Cl)CC1)c1cccc(F)c1
[57] CN(Cc1ccco1)C(=O)C1CCC(=O)N1Cc1ccc(F)cc1 (stereo not drawn)
[58] Cc1cn([C@H]2C[C@H](O)[C@@H](CNCc3ccccc3)O2)c(=O)[nH]c1=O
[59] CC(NC(=O)Cn1ncc(Cl)c(Cl)c1=O)C12CC3CC(CC(C3)C1)C2 (stereo not drawn)

Screen / compound no.	51	52	53	54	55	56	57	58	59
Tb MetRS inh	0.1	-0.2	0.5	-0.4	0.1	0.0	0.1	-0.9	-0.3
eLon inh	6	-1	3	2	2	-2	-3	2	4
SKN-1 block	11	-3	-3	16	-3	15	9	8	-1
PABP1 MLLE inh	1	-95	3	-8	4	6	8	4	-33
FAS-TE inh	-5	4	-3	-5	1	0	-3	-10	48
MT1-MMP act inh	-2	0	2	5	4	6	-1	-1	-48
MsrA inhibitor	0.1	0.7	-0.1	1.3	-1.2	0.0	-0.5	-0.3	/
NRP1-CendR mod	-3	11	-10	4	-1	-5	-8	-18	-12
MsrA act	-4	-2	-1	-2	-1	-1	2	-1	5
